From PubChem BioAssay
IL1B NFkB pot – enhances IL-1B driven NFkB nuclear translocation; HUVEC IL-1B NFkB p65 nuclear translocation imaging; activation, % at 2 µM; actives 0.3% (n = 94,000); AID 819;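 active = activation above 40%, about the mean plus 3 SD, also judged a hit on visual image review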;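 also: percent activation is computed from the nuclear over cytoplasmic p65 intensity ratio; values of inactives mirror those of a sister screen read the other way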
MRP reversal – reverses drug resistance mediated by MRP | H69AR cells + 2 uM doxorubicin, CellTiter-Glo, 72 h | differential viability (reversal), % at 10 µM | actives 0.04% (n = 85,000) | AID 602;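 active = viability drop by adding the cancer drug above about 55%, with treated viability meeting a 40% cutoff, limit read from the data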;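 also: viability without doxorubicin minus viability with 2 µM doxorubicin for each compound; larger differential means the compound sensitizes cells more to doxorubicin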
PLAP inhibition – PLAP enzyme inhibitors, biochemical, luminescence, HTS (AID 690); actives 0.08% (n = 96,000); one-dose inhibition, % at 20 µM; IC50 in µM for titrated hits; purified PLAP, luminescent substrate; higher % means a stronger effect; in the data active = a potency from the dose series; inactive = the rest, 99 in 100 with inhibition below about 30%; also: strong numbers were not always called active
IL1B NFkB inh – blocks IL-1B driven NFkB nuclear translocation in HUVEC cells. inhibition, % at 2 µM. HUVEC IL-1B NFkB p65 nuclear translocation imaging. actives 0.43% (n = 94,000);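 active = inhibition above about 30% together with a positive call from visual inspection of the well image, limit read from the data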;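 also: nuclear over cytoplasmic p65 intensity ratio measured by imaging; 0% = IL-1B stimulated DMSO wells and 100% = unstimulated DMSO wells; values of inactives mirror those of a sister screen read the other way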
Bcl-B displacement – displacers of TR3 peptide from Bcl-B, primary screen, selectivity assay for Bfl-1 inhibitor project, biochemical, fluorescence polarization; actives 0.11% (n = 96,000); AID 748; FP displacement of FITC-TR3 peptide from Bcl-B; higher % means a stronger effect; one-dose displacement, % at 20 µM; IC50 in µM for titrated hits;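 active = displacement above 50% at 20 µM plus a fluorescence interference ratio under 1.5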;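 also: plate controls were wells without compound for no effect and wells lacking Bcl-B protein for full effect; a part of the inactive calls stands beside numbers as strong as those of hits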
MRP reversal cytotoxicity – second read-out of MRP reversal, no call of its own (marks repeat the call); viability, %; H69AR cells, CellTiter-Glo, 72 h; measured here: cytotoxicity without doxorubicin
MRP reversal with doxorubicin – second read-out of MRP reversal, no call of its own (marks repeat the call); viability, %; measured here: viability with 2 uM doxorubicin; stronger effect = lower value
IL1B NFkB inh cell count 2 µM – also measured in IL1B NFkB inh; calls as there; cell count; measured here: cells passing quality filter;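 raw number of nuclei counted in each imaged well without normalization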
IL1B NFkB pot cell count 2 µM – also measured in IL1B NFkB pot; calls as there; cell count; measured here: cells passing quality filter
* = called active by the depositor.

CCCC(=O)Nc1ccc(Br)cn1 was read as IL1B NFkB pot 7.6, MRP reversal 5.6, PLAP inhibition -15.1%, IL1B NFkB inh -7.6, Bcl-B displacement 3.1%, MRP reversal cytotoxicity 109.1, MRP reversal with doxorubicin 103.5, IL1B NFkB inh cell count 2 µM 170 and IL1B NFkB pot cell count 2 µM 170.
Cc1ccc(NC(=O)Cn2cccc2)c(C)c1 was read as IL1B NFkB pot -2.2, MRP reversal 9.5, PLAP inhibition -18.3%, IL1B NFkB inh 2.2, Bcl-B displacement 7.8%, MRP reversal cytotoxicity 100.0, MRP reversal with doxorubicin 90.5, IL1B NFkB inh cell count 2 µM 98 and IL1B NFkB pot cell count 2 µM 98.
For CCCOc1ccc(CC(CC(=O)O)(C(=O)O)C(=O)O)cc1 the results were IL1B NFkB pot 12.7, MRP reversal 10.4, PLAP inhibition -0.5%, IL1B NFkB inh -12.7, Bcl-B displacement 2.1%, MRP reversal cytotoxicity 89.8, MRP reversal with doxorubicin 79.4, IL1B NFkB inh cell count 2 µM 208 and IL1B NFkB pot cell count 2 µM 208.
`Cn1c(=S)[nH]c2cccnc21` gave IL1B NFkB pot 4.2, MRP reversal -8.0, PLAP inhibition -2.6%, IL1B NFkB inh -4.2, Bcl-B displacement -0.8%, MRP reversal cytotoxicity 93.6, MRP reversal with doxorubicin 101.6, IL1B NFkB inh cell count 2 µM 179 and IL1B NFkB pot cell count 2 µM 179.
For CCCCCCNC(=O)c1c(O)c2ccccc2[nH]c1=O the results were IL1B NFkB pot -1.0, MRP reversal 9.6, PLAP inhibition -9.4%, IL1B NFkB inh 1.0, Bcl-B displacement -1.8%, MRP reversal cytotoxicity 92.6, MRP reversal with doxorubicin 83.0, IL1B NFkB inh cell count 2 µM 168 and IL1B NFkB pot cell count 2 µM 168.
For Cc1ccccc1S(=O)(=O)Cc1ccc(C(=O)NC(C)c2ccc3c(c2)OCCO3)o1 (configuration not stated) the results were IL1B NFkB pot -3.1, MRP reversal 16.3, PLAP inhibition -60.5%, IL1B NFkB inh 3.1, Bcl-B displacement -2.6%, MRP reversal cytotoxicity 92.3, MRP reversal with doxorubicin 76.0, IL1B NFkB inh cell count 2 µM 175 and IL1B NFkB pot cell count 2 µM 175.
Screening CCOC(=O)c1sc(C)c(C(=O)NC2CCCCC2)c1N returned IL1B NFkB pot -10.7, MRP reversal 15.4, PLAP inhibition -7.1%, IL1B NFkB inh 10.7, Bcl-B displacement 1.2%, MRP reversal cytotoxicity 89.6, MRP reversal with doxorubicin 74.2, IL1B NFkB inh cell count 2 µM 154 and IL1B NFkB pot cell count 2 µM 154.
CC12CS(=O)(=O)CC1SC(=S)N2c1ccccn1 (configuration not stated) was read as IL1B NFkB pot -2.6, MRP reversal 7.7, PLAP inhibition 8.8%, IL1B NFkB inh 2.6, Bcl-B displacement -7.5%, MRP reversal cytotoxicity 114.9, MRP reversal with doxorubicin 107.1, IL1B NFkB inh cell count 2 µM 98 and IL1B NFkB pot cell count 2 µM 98.
Screening Cc1cc(/C=N/n2cnnc2)c(C)n1-c1cc(Cl)ccc1Cl returned IL1B NFkB pot -7.6, MRP reversal 15.5, PLAP inhibition -48.8%, IL1B NFkB inh 7.6, Bcl-B displacement -9.1%, MRP reversal cytotoxicity 92.8, MRP reversal with doxorubicin 77.3, IL1B NFkB inh cell count 2 µM 153 and IL1B NFkB pot cell count 2 µM 153.
For Cc1ccccc1-n1c(SCc2c(C)noc2C)nnc1-c1ccncc1 the results were IL1B NFkB pot -14.9, MRP reversal 13.3, PLAP inhibition -43.7%, IL1B NFkB inh 14.9, Bcl-B displacement -3.3%, MRP reversal cytotoxicity 85.1, MRP reversal with doxorubicin 71.8, IL1B NFkB inh cell count 2 µM 113 and IL1B NFkB pot cell count 2 µM 113.
Screening CN1CCc2c(sc3c2C(=O)NC(c2ccc4c(c2)OCO4)N3)C1 (configuration not stated) returned MRP reversal 2.0, PLAP inhibition 14.9%, Bcl-B displacement 22.6%, MRP reversal cytotoxicity 93.5 and MRP reversal with doxorubicin 91.5.
Screening COc1cc(/C=N/NC(=O)Nc2ccccc2)ccc1OCCOc1ccccc1C returned IL1B NFkB pot 3.7, PLAP inhibition -7.1%, IL1B NFkB inh -3.7, Bcl-B displacement -12.6%, IL1B NFkB inh cell count 2 µM 33 and IL1B NFkB pot cell count 2 µM 33.
CC(Sc1nnc(NC(=O)c2cc3ccccc3oc2=O)s1)c1ccccc1 (configuration not stated) was read as IL1B NFkB pot 2.4, MRP reversal 2.2, PLAP inhibition -16.5%, IL1B NFkB inh -2.4, Bcl-B displacement 3.7%, MRP reversal cytotoxicity 87.7, MRP reversal with doxorubicin 85.5, IL1B NFkB inh cell count 2 µM 40 and IL1B NFkB pot cell count 2 µM 40.
For Cc1ccc(NC(=O)CN(C)Cc2nc3ccccc3c(=O)[nH]2)c(Br)c1 the results were IL1B NFkB pot 18.5, MRP reversal -1.5, PLAP inhibition -119.9%, IL1B NFkB inh -18.5, Bcl-B displacement 0.7%, MRP reversal cytotoxicity 86.7, MRP reversal with doxorubicin 88.2, IL1B NFkB inh cell count 2 µM 201 and IL1B NFkB pot cell count 2 µM 201.
`CC(C)Cc1nnc(NC(=O)c2ccncc2)s1` gave IL1B NFkB pot 0.5, MRP reversal 4.9, PLAP inhibition -15.5%, IL1B NFkB inh -0.5, Bcl-B displacement 1.7%, MRP reversal cytotoxicity 100.5, MRP reversal with doxorubicin 95.7, IL1B NFkB inh cell count 2 µM 105 and IL1B NFkB pot cell count 2 µM 105.
CCc1c(C)sc2nc(C(C)C)nc(SCC(=O)N3CCc4ccccc4C3)c12 was read as IL1B NFkB pot 5.3, PLAP inhibition -33.1%, IL1B NFkB inh -5.3, Bcl-B displacement 1.7%, IL1B NFkB inh cell count 2 µM 148 and IL1B NFkB pot cell count 2 µM 148.
For CC(C)Sc1ncnc2c1oc1ccccc12 the results were IL1B NFkB pot 10.3, MRP reversal 18.4, PLAP inhibition -10.0%, IL1B NFkB inh -10.3, Bcl-B displacement 13.0%, MRP reversal cytotoxicity 98.5, MRP reversal with doxorubicin 80.1, IL1B NFkB inh cell count 2 µM 134 and IL1B NFkB pot cell count 2 µM 134.
Screening COc1ccc(-c2cc(C(F)(F)F)n3nc(C(=O)NCc4ccco4)cc3n2)cc1 returned MRP reversal 15.4, PLAP inhibition 10.8%, Bcl-B displacement -2.1%, MRP reversal cytotoxicity 83.8 and MRP reversal with doxorubicin 68.4.
Screening C=CCNC(=O)CCCOc1cccc(C)c1 returned IL1B NFkB pot -6.4, MRP reversal -5.6, PLAP inhibition 0.0%, IL1B NFkB inh 6.4, Bcl-B displacement -6.0%, MRP reversal cytotoxicity 52.3, MRP reversal with doxorubicin 57.9, IL1B NFkB inh cell count 2 µM 98 and IL1B NFkB pot cell count 2 µM 98.
For CC1=N/C(=C/c2ccc([N+](=O)[O-])cc2)C(=O)N1c1ccc(Cl)cc1Cl the results were IL1B NFkB pot 8.1, MRP reversal 16.6, PLAP inhibition 24.2%, IL1B NFkB inh 8.9, Bcl-B displacement -23.8%, MRP reversal cytotoxicity 59.1, MRP reversal with doxorubicin 42.5, IL1B NFkB inh cell count 2 µM 141 and IL1B NFkB pot cell count 2 µM 75.
Screening CCS(=O)(=O)N1CCCC(C(=O)NCCN(C)Cc2ccccc2)C1 (configuration not stated) returned IL1B NFkB pot -2.9, MRP reversal 9.9, PLAP inhibition 9.0%, IL1B NFkB inh 2.9, Bcl-B displacement -8.2%, MRP reversal cytotoxicity 99.3, MRP reversal with doxorubicin 89.5, IL1B NFkB inh cell count 2 µM 123 and IL1B NFkB pot cell count 2 µM 123.
For CCC12CN3CC(CC)(CN(C1)C3c1ccccc1Cl)C2O (configuration not stated) the results were IL1B NFkB pot 10.1, MRP reversal 0.1, PLAP inhibition 8.8%, IL1B NFkB inh -10.1, Bcl-B displacement -5.2%, MRP reversal cytotoxicity 96.9, MRP reversal with doxorubicin 96.8, IL1B NFkB inh cell count 2 µM 169 and IL1B NFkB pot cell count 2 µM 169.
For CC1CN(C(=O)c2c([N+](=O)[O-])cnn2C)CC(C)O1 (configuration not stated) the results were IL1B NFkB pot 7.3, PLAP inhibition 14.8%, IL1B NFkB inh -7.3, Bcl-B displacement 9.1%, IL1B NFkB inh cell count 2 µM 145 and IL1B NFkB pot cell count 2 µM 145.
Screening COc1cc2c(cc1OC)C(C(=O)NCC1COc3ccccc3O1)C(c1cccnc1)N(C)C2=O (configuration not stated) returned MRP reversal 8.9, PLAP inhibition -38.6%, Bcl-B displacement -12.0%, MRP reversal cytotoxicity 98.1 and MRP reversal with doxorubicin 89.2.
For Clc1ccc(-n2nnnc2CN2CCOCC2)cc1 the results were IL1B NFkB pot 0.6, PLAP inhibition -22.0%, IL1B NFkB inh -0.6, Bcl-B displacement 1.8%, IL1B NFkB inh cell count 2 µM 134 and IL1B NFkB pot cell count 2 µM 134.
`COc1ccc(/C=N/OCc2nc3c4c(ncn3n2)Oc2ccc3ccccc3c2C4c2ccccc2)cc1` (configuration not stated) gave IL1B NFkB pot 6.4, PLAP inhibition -14.6%, IL1B NFkB inh -6.4, Bcl-B displacement 2.2%, IL1B NFkB inh cell count 2 µM 112 and IL1B NFkB pot cell count 2 µM 112.
`Cc1ccc2nc(-c3ccncc3)cc(-c3ccccc3)c2c1` gave IL1B NFkB pot -4.3, PLAP inhibition 5.5%, IL1B NFkB inh -12.8, Bcl-B displacement -1.5%, IL1B NFkB inh cell count 2 µM 179 and IL1B NFkB pot cell count 2 µM 130.
COc1ccccc1N1CCN(S(=O)(=O)/C=C/c2ccccc2)CC1 was read as IL1B NFkB pot -3.2, MRP reversal 15.3, PLAP inhibition -78.9%, IL1B NFkB inh 3.3, Bcl-B displacement -6.4%, MRP reversal cytotoxicity 87.9, MRP reversal with doxorubicin 72.6, IL1B NFkB inh cell count 2 µM 165 and IL1B NFkB pot cell count 2 µM 165.
Screening COc1ccc(CCNC(=O)c2[nH]c(C)c(C(C)=O)c2C)cc1 returned IL1B NFkB pot -2.1, MRP reversal 4.2, PLAP inhibition -18.6%, IL1B NFkB inh 2.1, Bcl-B displacement -8.5%, MRP reversal cytotoxicity 88.7, MRP reversal with doxorubicin 84.5, IL1B NFkB inh cell count 2 µM 178 and IL1B NFkB pot cell count 2 µM 178.
`CNS(=O)(=O)c1cnccc1N1CCN(c2cccc(C)c2)CC1` gave IL1B NFkB pot 15.6, PLAP inhibition -46.5%, IL1B NFkB inh -15.6, Bcl-B displacement 11.2%, IL1B NFkB inh cell count 2 µM 145 and IL1B NFkB pot cell count 2 µM 145.
`Cc1cc(C(=O)CSc2nnc(-c3ccccc3)o2)c(C)n1CC1COc2ccccc2O1` (configuration not stated) gave IL1B NFkB pot -10.4, MRP reversal -10.5, PLAP inhibition -26.9%, IL1B NFkB inh 10.4, Bcl-B displacement 6.1%, MRP reversal cytotoxicity 71.3, MRP reversal with doxorubicin 81.8, IL1B NFkB inh cell count 2 µM 153 and IL1B NFkB pot cell count 2 µM 153.

Structures shown so far with two or more sulfur atoms (3):
CC12CS(=O)(=O)CC1SC(=S)N2c1ccccn1 (configuration not stated) was read as IL1B NFkB pot -2.6, MRP reversal 7.7, PLAP inhibition 8.8%, IL1B NFkB inh 2.6, Bcl-B displacement -7.5%, MRP reversal cytotoxicity 114.9, MRP reversal with doxorubicin 107.1, IL1B NFkB inh cell count 2 µM 98 and IL1B NFkB pot cell count 2 µM 98.
CC(Sc1nnc(NC(=O)c2cc3ccccc3oc2=O)s1)c1ccccc1 (configuration not stated) was read as IL1B NFkB pot 2.4, MRP reversal 2.2, PLAP inhibition -16.5%, IL1B NFkB inh -2.4, Bcl-B displacement 3.7%, MRP reversal cytotoxicity 87.7, MRP reversal with doxorubicin 85.5, IL1B NFkB inh cell count 2 µM 40 and IL1B NFkB pot cell count 2 µM 40.
CCc1c(C)sc2nc(C(C)C)nc(SCC(=O)N3CCc4ccccc4C3)c12 was read as IL1B NFkB pot 5.3, PLAP inhibition -33.1%, IL1B NFkB inh -5.3, Bcl-B displacement 1.7%, IL1B NFkB inh cell count 2 µM 148 and IL1B NFkB pot cell count 2 µM 148.

Some of the compounds tested; the hit share may differ from the screen's.
